FBW7 activator – human FBW7 E3 ligase activation, primary screen; AlphaScreen FBW7–phospho-cyclin E peptide binding, activator screen; 0.13% of 650,000 active; AID 1259310; normalized activity (activation), % at 26.1 µM; in the data active = normalized activity above about 1.9%;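 also: purified mutant Fbw7 with reduced substrate affinity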
Target sequence (Q969H0 whole entry, looked up): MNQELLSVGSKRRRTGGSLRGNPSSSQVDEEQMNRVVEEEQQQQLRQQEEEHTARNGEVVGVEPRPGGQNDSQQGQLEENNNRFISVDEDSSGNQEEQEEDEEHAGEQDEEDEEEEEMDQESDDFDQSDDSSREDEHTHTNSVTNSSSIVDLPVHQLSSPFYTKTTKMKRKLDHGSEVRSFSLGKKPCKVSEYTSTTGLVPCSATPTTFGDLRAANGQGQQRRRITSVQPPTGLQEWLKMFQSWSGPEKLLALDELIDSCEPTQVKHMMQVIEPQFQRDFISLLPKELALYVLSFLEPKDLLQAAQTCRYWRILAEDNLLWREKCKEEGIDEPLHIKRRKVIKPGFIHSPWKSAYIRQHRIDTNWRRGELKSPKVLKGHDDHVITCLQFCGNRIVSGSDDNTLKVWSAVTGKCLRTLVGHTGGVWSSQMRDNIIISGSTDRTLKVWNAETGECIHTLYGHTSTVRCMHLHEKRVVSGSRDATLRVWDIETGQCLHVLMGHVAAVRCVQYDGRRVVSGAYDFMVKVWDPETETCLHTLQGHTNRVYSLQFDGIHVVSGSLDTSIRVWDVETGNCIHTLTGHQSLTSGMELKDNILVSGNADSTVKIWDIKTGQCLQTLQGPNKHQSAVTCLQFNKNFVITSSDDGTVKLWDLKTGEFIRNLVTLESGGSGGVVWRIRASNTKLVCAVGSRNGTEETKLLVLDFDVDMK
MITF inh – human MITF inhibition, primary screen | O75030 | AlphaScreen MITF homodimerization, bead proximity signal | inhibition, % at 2.6 µM | 0.91% of 650,000 active; in the data active = inhibition above about 50%;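 also: 0% = vehicle wells with protein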
TEAD-YAP inh – TEAD-YAP interaction inhibition | HEK-TIYL cells, TEAD-Gal4/YAP UAS-luciferase luminescence | inhibition, % at 9.12 µM | 1.4% of 640,000 active; in the data active = inhibition above about 32%;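 also: 0% = median of test compound wells and 100% = reference inhibitor wells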
GPR151 activ – human GPR151 activation; PathHunter beta-arrestin GPR151 cells, luminescence; 1% of 650,000 active; AID 1508602; activation, % at 11.2 µM; in the data active = activation above about 4.9%;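 also: 0% = median of compound wells and 100% = cells with positive control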
Target sequence (Q8TDV0 whole entry, looked up): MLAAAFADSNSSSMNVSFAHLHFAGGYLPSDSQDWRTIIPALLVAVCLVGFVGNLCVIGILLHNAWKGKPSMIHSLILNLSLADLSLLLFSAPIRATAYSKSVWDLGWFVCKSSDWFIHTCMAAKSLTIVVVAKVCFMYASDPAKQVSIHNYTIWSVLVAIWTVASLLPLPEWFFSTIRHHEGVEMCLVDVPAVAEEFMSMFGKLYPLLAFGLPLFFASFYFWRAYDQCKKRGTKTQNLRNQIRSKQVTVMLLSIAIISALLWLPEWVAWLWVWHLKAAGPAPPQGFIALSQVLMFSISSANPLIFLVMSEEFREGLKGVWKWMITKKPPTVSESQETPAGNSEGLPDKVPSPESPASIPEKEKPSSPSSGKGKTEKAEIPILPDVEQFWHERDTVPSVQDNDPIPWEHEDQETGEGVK
Numbers without * were called inactive; / = no result given.

SMILES	FBW7 activator	MITF inh	TEAD-YAP inh	GPR151 activ
CC(=O)Nc1ccc(Nc2nc(-c3ccc(C(N)=O)cc3)nc3c2ncn3-c2ccccc2)cc1	0.4	14.7	6.3	0.6
Cc1cc(F)ccc1N=c1c([N+](=O)[O-])nn(-c2ccc(Cl)cc2)n1O	0.0	26.2	4.3	-0.4
c1ccc2c(OCCCN3CCOCC3)cccc2c1	0.0	33.1	-12.1	-0.2
Cc1cc(=O)n(-c2ccc(Br)cc2)[nH]1	-0.7	-5.2	-15.5	0.5
CCCCOc1ccc(N2CC(C(=O)NCCCOC)CC2=O)cc1 (centres undefined)	0.2	5.1	7.3	-1.3
CCOc1ccccc1NC(=O)C(=O)NCc1ccccn1	-0.3	-0.2	-6.0	1.2
O=C(COc1ccccc1)Nc1ccc(Cl)cn1	0.0	-1.4	-19.1	7.8*
N#CC1=C(N)N(c2sc3c(c2C#N)CCCC3)C2=C(C(=O)CCC2)C1c1cccnc1 (centres undefined)	-0.1	3.9	17.6	-1.1
CC1(C)OC(=O)C(=CNc2ccc(Cl)cc2C(F)(F)F)C(=O)O1	0.0	16.0	-1.2	-1.0
Cc1ccc2cc(CN[C@H]3CCCCNC3=O)c(N3CCC(O)CC3)nc2c1	-0.3	6.7	2.6	0.7
CCn1cnc2cc(NC(=O)c3cccc(-n4cc(NC(=O)Cc5ccccc5)cn4)c3)ccc21	-0.2	-11.2	-11.1	-0.2
O=C1/C(=C/c2ccc3c(c2)OCO3)N=C2CCCCCN12	0.0	7.3	-16.6	-0.2
Nc1nc(NCc2nc3ccccc3[nH]2)cc(Nc2ccccn2)n1	-0.1	-12.7	0.4	0.2
Cc1ccc(CSCC2Nc3ccc(C(=O)N4CCN(c5ccccn5)CC4)cc3NC2=O)cc1 (centres undefined)	-0.1	1.0	-6.7	-0.4
CCOc1ccccc1N/C(SCc1cccc(F)c1)=C(/C#N)C(=O)NCc1cccs1	-0.1	-1.2	-6.2	2.7
Fc1ccc(CNc2nc3ccccc3c3nc(-c4cccnc4)nn23)cc1	0.0	0.0	-10.1	0.1
CC(C)CN(CC(C)C)c1nnc(NC(=O)Cn2c(=O)oc3ccccc32)s1	0.3	30.5	9.2	-0.2
COCc1nnc(NC(=O)Nc2cccc(Cl)c2)s1	0.0	7.8	-47.7	-1.2
CC(C)(C)c1ccc(C(=O)Nc2cccc(C(=O)O)c2)cc1	0.2	9.4	83.6*	-7.5
Cc1ccc2nc(Nc3ccc(Br)cc3)nc(-c3ccccc3)c2c1	0.0	0.3	4.1	1.4

Quoted at random: 2 entries already listed, in no set order.
SMILES	FBW7 activator	MITF inh	TEAD-YAP inh	GPR151 activ
CCOc1ccccc1NC(=O)C(=O)NCc1ccccn1	-0.3	-0.2	-6.0	1.2
CC(C)CN(CC(C)C)c1nnc(NC(=O)Cn2c(=O)oc3ccccc32)s1	0.3	30.5	9.2	-0.2

Remaining list, next part:
SMILES	FBW7 activator	MITF inh	TEAD-YAP inh	GPR151 activ
N#C/C(=C\c1cc([N+](=O)[O-])ccc1Cl)C(=O)NCc1ccccc1	-0.1	-8.6	-0.9	1.4
NC(=O)N(O)CC1CC1c1cccc(Oc2cnc3ccccc3c2)c1 (centres undefined)	0.0	7.3	-13.3	4.5
Cc1ccc(C(C)(C)C)cc1S(=O)(=O)N1CCC(C(=O)O)CC1	0.0	-5.0	-1.2	-1.7
Cc1cc(C)c(S(=O)(=O)n2cnc3ccccc32)c(C)c1	0.0	10.3	-3.0	2.0
CCN1CCC(N(Cc2cccc(OC)c2)C(=O)Nc2ccccc2F)CC1	-0.2	2.7	-6.2	3.6
C[C@@H](O)[C@H]1C(=O)N2C(C(=O)O)=C(SCCN=CN)C[C@H]12	0.3	6.8	/	0.3
Cc1c(Cl)cccc1NC(=O)Cc1ccc([N+](=O)[O-])cc1	0.6	-6.3	-9.1	1.2
COc1ccc(CNC(=S)N/N=C/c2cccc(OC)c2OC)cc1	0.3	6.4	-27.9	-0.8
CCOc1ccccc1OCCN1CCCCC1	0.7	39.3	-4.9	-0.4
CNC(=O)c1cc2cc(Cc3ccccc3Cl)ccc2oc1=O	-0.1	-1.6	-0.6	-1.1
Cc1ccc(N)c(S(=O)(=O)Nc2ccccc2Cl)c1	0.0	-5.4	-1.2	0.0
Nc1c(C(=O)c2ccc3c(c2)OCO3)sc2nc3c(cc12)CCCC3	0.5	0.8	-2.6	0.2
O=C(CN1CCN(Cc2nc(-c3ccc(F)cc3)cs2)CC1)NCc1ccco1	-0.4	70.1*	-11.8	0.8
COc1ccc(C2NC(=O)NC(C)=C2C(=O)Nc2ccccc2)c(OC)c1 (centres undefined)	-0.1	-3.9	6.0	0.1
O=c1cc(-c2ccccc2)nc(SCc2ccccn2)[nH]1	0.8	5.3	-15.8	1.2
COc1cc(C2C(=O)N(C3CCCCCC3)CC(=O)N2CCc2ccccc2)ccc1OC(C)C (centres undefined)	0.2	10.6	1.1	-0.7
Cc1cccc(NS(=O)(=O)c2nnc(NC(=O)CC(C)C)s2)c1	0.7	18.2	-9.7	-1.3
CC(C)CNc1cc(N2CCCC2)ccc1[N+](=O)[O-]	-0.2	9.4	-0.4	1.1
CCOc1cc(CO)ccc1OCC(=O)Nc1ccccc1OC	0.4	4.7	8.4	-1.1
O=C1OC(OC(=O)c2ccccc2)C(Nc2cccc([N+](=O)[O-])c2)=C1Cl (centres undefined)	-0.1	5.2	-11.8	-0.2

Individual results from the results shown.
COc1cc(C2C(=O)N(C3CCCCCC3)CC(=O)N2CCc2ccccc2)ccc1OC(C)C (centres undefined) – TEAD-YAP inh = 1.1
COc1ccc(C2NC(=O)NC(C)=C2C(=O)Nc2ccccc2)c(OC)c1 (centres undefined) – FBW7 activator = -0.1
Cc1cccc(NS(=O)(=O)c2nnc(NC(=O)CC(C)C)s2)c1 – MITF inh = 18.2
O=c1cc(-c2ccccc2)nc(SCc2ccccn2)[nH]1 – FBW7 activator = 0.8

Additional results follow:
SMILES	FBW7 activator	MITF inh	TEAD-YAP inh	GPR151 activ
O=C1NC(=O)C(=Cc2nc(-c3cccc([N+](=O)[O-])c3)n3ccccc23)C(=O)N1	-0.2	19.6	8.8	-0.3
O=c1cc(-c2ccccc2)c2ccc3c(c2o1)CN(c1ccc(F)cc1)CO3	-0.2	-0.4	5.7	0.0
CCOc1ccc(NC(=O)CSc2nnc(NC(C)=O)s2)cc1	0.1	-6.5	17.3	0.0
CCOC(=O)C1=C(C)N=c2s/c(=C\c3cc(C(C)C)c(OC)cc3C)c(=O)n2C1c1ccc(OC)cc1OC (centres undefined)	-0.1	-1.1	2.7	-0.5
C[C@H](O)[C@H]1NC(=O)[C@H]2CN(C(=O)NCc3ccccc3)CCN2C1=O	0.5	75.0*	6.2	-0.7
Cc1ccccc1Nc1nc(NN)nc(NN)n1	-1.9	42.9	-0.2	-1.1
CN(Cc1cccs1)C(=O)CSc1nnc(N)s1	0.1	14.5	2.1	-0.1
CCCCc1ccc(NC(CC(=O)c2ccc(F)cc2)c2ccc(Br)cc2)cc1 (centres undefined)	0.7	10.7	9.8	0.8
CC(C)n1cnc2c(NCCO)nc(Nc3ccc(N4CCOCC4)cc3)nc21	-0.1	1.0	0.3	-1.0
COC(=O)C1=C(C(=O)OC)SC2(S1)C(C(=O)OC)=C(C(=O)OC)SC1=C2c2ccccc2N(C(=O)C(C)C)C1(C)C	1.0	17.6	-5.6	1.4
O=C(Nc1ccc(O)c(-c2nc3ccccc3s2)c1)c1ccc(S(=O)(=O)N2CCOCC2)cc1	0.4	7.2	9.0	1.1
CCOC(=O)c1c(NC(=O)COc2ccc(C(C)(C)c3ccccc3)cc2)sc2c1CCC2	-0.1	3.9	-3.5	0.8
COc1ccc(-c2cn3c4c(=O)n(C)c(=O)n(C)c4nc3n2CCC23CC4CC(CC(C4)C2)C3)cc1	0.0	5.4	-2.9	0.0
NC1=NC(=O)/C(=C/c2cccc(F)c2)S1	0.3	16.2	-3.6	0.2
Cc1cccc2nc(CNC(=O)Nc3ccc(Cl)cc3)cn12	-0.1	-1.0	0.3	2.1
Cn1c(SCc2ccccc2C#N)nnc1C(F)(F)F	-0.1	1.7	3.1	1.0
COc1ccc(C(=O)Nc2ccc(NC(=O)c3ccc(C(C)(C)C)cc3)cc2)cc1[N+](=O)[O-]	-0.2	-5.1	-6.3	0.1
CC(=O)c1ccccc1OCC(O)CN1CCCCC1C (centres undefined)	0.0	-1.9	5.0	0.0
N#Cc1c(NC(=O)c2nn3c(C(F)(F)F)cc(-c4ccccc4)nc3c2Cl)sc2c1CCCC2	-0.2	-3.8	-4.9	-1.0
COC(=O)c1c(C)nn(-c2ccccc2)c1NC(=O)c1cccc([N+](=O)[O-])c1	0.0	12.1	-0.3	3.3
NC(=O)NCCCC(=O)Nc1ccc(OC(F)F)c(Cl)c1	0.1	-2.4	-2.1	0.8
O=[N+]([O-])c1ccccc1OCC(O)CN1CCN(c2cccc(Cl)c2)CC1 (centres undefined)	-0.1	-4.0	0.7	0.1
COc1ccccc1-c1c(C)c(CC(C)C)nc(N)c1C#N	0.0	3.2	18.9	-0.7
CC(=O)N(Cc1ccc2c(c1)OCO2)C1CC(=O)N(c2ccccc2)C1=O (centres undefined)	-0.2	0.8	-5.0	1.4
COc1cccc(CC(=O)N2CCc3nnc(CNC(=O)CCc4cccnc4)n3CC2)c1	-0.1	2.5	-2.5	5.7*
c1ccc(-n2cnc3c(NCCN4CCOCC4)nc(Nc4nccc5ccccc45)nc32)cc1	-0.2	1.1	14.3	-0.2
CC(C)CCCC(C)CCCC(C)CCCC(C)CC(=O)O (centres undefined)	/	-14.8	/	1.7
O=S(=O)(Cc1ccccc1)N1CCCC(c2ccn[nH]2)C1 (centres undefined)	0.1	13.0	4.5	0.8
Cc1ccccc1Nc1ncnc2nc[nH]c12	0.0	-14.5	-0.8	-0.9
COC(=O)c1ccc(NC(=O)CSc2nnc(C)c3ccccc23)cc1	-0.1	-1.0	6.7	-0.5
Cc1ccc(CNC(=O)CSc2nc(C)cs2)cc1	0.1	0.7	-15.3	-1.4
CN(C(=O)c1nn(-c2ccc(Cl)cc2)c(=O)c2ccccc12)C1CCCCC1	-0.1	-4.2	-9.8	-1.0
COc1ccc(COC(=O)C2=C(C)NC(=O)NC2c2ccccc2F)cc1 (centres undefined)	0.1	3.9	-4.9	-1.3
CC1CCCCN1C(=O)C1=CC(c2ccco2)=NS(=O)(=O)N1C (centres undefined)	-0.1	8.8	7.2	-3.2
CCCNc1nc(-c2ccc(C(N)=O)cc2)nc2c1ncn2Cc1ccc(C(F)(F)F)cc1	0.0	0.8	0.0	0.4
COc1cccc(C(=O)c2oc3cc(N)ccc3c2C)c1	0.2	13.3	27.9	-0.9
O=C(Nc1ccc(F)c(C(F)(F)F)c1)C1CCCN1/C=C/C(=O)C(F)(F)F (centres undefined)	-0.1	-8.5	0.8	-0.4
COCCNC(=O)CC(c1cc(OC)c(OC)c(OC)c1)N1Cc2ccccc2C1=O (centres undefined)	0.0	0.2	3.9	0.1
Cn1c(=O)c2c(ncn2CC(=O)Nc2ccc(I)cc2)n(C)c1=O	-0.1	0.7	-1.4	-1.2
N/C(=N\OC(=O)COc1ccc(Br)cc1Cl)c1ccc([N+](=O)[O-])cc1	0.0	9.9	-6.5	-1.1

Results in FBW7 activator, for some of the entries so far:
compound | FBW7 activator
CCCNc1nc(-c2ccc(C(N)=O)cc2)nc2c1ncn2Cc1ccc(C(F)(F)F)cc1 | 0.0
COCCNC(=O)CC(c1cc(OC)c(OC)c(OC)c1)N1Cc2ccccc2C1=O (centres undefined) | 0.0

(list continues)
SMILES	FBW7 activator	MITF inh	TEAD-YAP inh	GPR151 activ
O=C(c1ccccc1Br)N1CCCC1	0.3	10.6	13.3	-0.1
N#CC1=C(N)OC2=C(C(=O)CCC2)C1c1cccc(Cl)c1Cl (centres undefined)	-0.2	-2.1	4.1	-0.9
Cc1ccc(NC(=S)NCCN2CCCCC2)cc1	-0.2	-0.7	3.0	-0.8
CCOC(=O)c1cc2c(=O)n3ccccc3nc2n(CC2CCCO2)c1=NC(=O)c1ccc(F)cc1 (centres undefined)	0.0	-1.1	-8.6	0.6
O=C(CSc1nccn1-c1ccccc1)NO	-0.1	7.0	-16.9	-0.1
CC(=O)N(C(=O)c1ccccc1C(=O)O)c1ccccc1[N+](=O)[O-]	-0.1	-13.1	-1.0	-0.2
c1nc2nc(NCCN3CCOCC3)nc(Nc3ccc(N4CCOCC4)cc3)c2[nH]1	-0.1	6.0	12.8	-0.3
CCN1CCN(CCCNS(=O)(=O)c2cc(Br)cc3c2N(C(C)=O)CC3)CC1	0.1	14.4	3.4	2.7
CCCC(=O)N1CCN(c2ccc(NC(=O)COc3cc(C)cc(C)c3)cc2)CC1	0.1	15.1	-12.0	-0.7
Cc1cccc(CNc2ncnc3sc(C(=O)N4CCCCC4C)c(C)c23)n1 (centres undefined)	-0.1	-2.4	2.2	1.2
COc1ccc(-n2c(=O)c3c(n4c(SC(C)C)nnc24)-c2ccccc2CC32CCCCC2)cc1	0.0	13.1	-1.6	-0.1
Brc1ccc(C2=CC(c3ccc(Br)cc3)n3nnnc3N2)cc1 (centres undefined)	0.0	10.8	-0.3	-0.1
O=C1CC(n2nnn(Cc3ccccc3)c2=S)C2COC1O2 (centres undefined)	0.1	6.3	-1.4	0.8
Cc1cccc(NC(=O)CCN2C(=O)C3C4C=CC(C4)C3C2=O)c1 (centres undefined)	-0.1	2.8	-1.0	-0.5
Cc1cccc(CNC(=O)c2cc(COc3ccc(F)cc3F)on2)n1	0.4	-8.6	-2.6	1.6
O=C(NC(=S)NCCO)c1sc2ccccc2c1Cl	-0.2	12.1	-31.8	-1.4
CC1CC(C)(C)CC2(C1)NC(=O)N(CC(=O)O)C2=O (centres undefined)	-0.1	-3.6	5.3	0.4
Cc1ccc(O)c(C=Nc2cccc3nsnc23)c1	0.8	10.8	9.2	2.8
Cc1ccc(C(=O)Nc2nc3ccc4nc(C)sc4c3s2)cc1	0.2	14.3	-4.4	-0.8
COc1ccc(S(=O)(=O)N(CC(=O)NC2CCCC2)c2ccc(C)cc2)cc1OC	-0.3	6.5	-12.9	0.0
